HCV inh = HCV inhibition; 3.4% of 340,000 active; AID 651820; Huh7.5.1 HCVcc-Cre infection, luciferase reporter, 44 h; Potency, µM (titrated, usually from 41.8 µM), for the others: at the top dose activity change, negative = inhibition, usual class: inhibitors; further: potency means the concentration at half of the fitted maximal effect
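A cell-based infection assay in which seeded cells (1,000 per well) receive test compound after 4 h, are inoculated with HCVcc-Cre at approximately 0.5 moi, and are incubated 44 h before luminescence detection.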
LmPK inh = LmPK (Leishmania mexicana) enzyme inhibition; 0.37% of 290,000 active; purified LmPK, Kinase-Glo ATP luminescence, 1 h; AID 1721; Potency, µM (doses to about 57.5 µM), inactives show at the highest dose activity change, negative = inhibition, hits mostly inhibitors; further: potency means the concentration at half of the fitted maximal effect
Target sequence (Q27686 whole entry, looked up): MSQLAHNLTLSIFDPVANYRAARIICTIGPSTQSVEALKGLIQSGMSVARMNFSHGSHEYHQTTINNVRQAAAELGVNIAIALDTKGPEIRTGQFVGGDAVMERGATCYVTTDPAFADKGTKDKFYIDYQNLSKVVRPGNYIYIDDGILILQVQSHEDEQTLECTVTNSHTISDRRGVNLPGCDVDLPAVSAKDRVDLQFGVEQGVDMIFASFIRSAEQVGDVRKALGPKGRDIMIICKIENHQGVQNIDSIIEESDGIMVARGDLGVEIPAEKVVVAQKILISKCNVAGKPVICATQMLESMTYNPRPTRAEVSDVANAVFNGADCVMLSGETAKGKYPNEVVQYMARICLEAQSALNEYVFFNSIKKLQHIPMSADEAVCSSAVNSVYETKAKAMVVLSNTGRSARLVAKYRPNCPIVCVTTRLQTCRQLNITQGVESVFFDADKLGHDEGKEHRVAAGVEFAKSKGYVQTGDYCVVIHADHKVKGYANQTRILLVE
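Screened at intermediate enzyme activity to detect both inhibitors and activators: LmPK at 0.1 nM, with a 0.5 nM enzyme column as activation reference. PEP 0.5 mM, ADP 0.1 mM; ATP detected by luminescence after 1 h.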
Tb PYK inh = blocks Trypanosoma brucei pyruvate kinase; Q57TT1; TbPYK enzyme, Kinase-Glo Plus ATP luminescence, 45 min; Potency, µM (highest dose often 76.8 µM), without a hit: at the highest dose activity, negative = inhibition, hits mostly inhibitors; 0.12% of 410,000 active; AID 624173; further: potency means the concentration at half of the fitted maximal effect; nearly all actives have a fitted effect of over 50% in size
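ADP (130 uM final) triggers the TbPYK reaction after compound addition; incubation is 45 min at room temperature. Kinase-Glo Plus is then added and luminescence imaged. Normalized data are fitted to concentration-effect curves.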
AMA1-RON2 inh = disrupts binding of P. falciparum AMA1 to RON2; AlphaScreen AMA1-biotinylated RON2 peptide binding; Potency, µM (titrated, usually from 58.2 µM), without a hit: top-dose activity change, negative = inhibition, most hits filed as inhibitors; 0.2% of 360,000 active; AID 720542;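 further: potency means the concentration at half of the fitted maximal effect; 0% = vehicle wells and -100% = peptide control; nearly all actives have a fitted effect of over 45% in size; some results filed as inactive show a strong effect at the top dose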
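AMA1 (3D7) with his tag at 25 nM final met compounds first, then biotinylated RON2 peptide at 25 nM; detection used donor plus acceptor beads, 10 µg/mL apiece, read by AlphaScreen after 30 min at room temperature.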
AmpC no deterg = AmpC beta-lactamase inhibition without detergent; P00811; AmpC nitrocefin hydrolysis, absorbance 480 nm, 0.0001% Triton; Potency, µM (series often up to 57.1 µM), without a hit: at the highest dose activity change, negative = inhibition, hits mostly inhibitors; 0.52% of 330,000 active;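 further: potency means the concentration at half of the fitted maximal effect; plate controls were no compound for no effect and no enzyme for full effect; nearly all actives have a fitted effect of over 20% in size; some results filed as inactive show a strong effect at the top dose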
Target sequence (P00811 whole entry, looked up): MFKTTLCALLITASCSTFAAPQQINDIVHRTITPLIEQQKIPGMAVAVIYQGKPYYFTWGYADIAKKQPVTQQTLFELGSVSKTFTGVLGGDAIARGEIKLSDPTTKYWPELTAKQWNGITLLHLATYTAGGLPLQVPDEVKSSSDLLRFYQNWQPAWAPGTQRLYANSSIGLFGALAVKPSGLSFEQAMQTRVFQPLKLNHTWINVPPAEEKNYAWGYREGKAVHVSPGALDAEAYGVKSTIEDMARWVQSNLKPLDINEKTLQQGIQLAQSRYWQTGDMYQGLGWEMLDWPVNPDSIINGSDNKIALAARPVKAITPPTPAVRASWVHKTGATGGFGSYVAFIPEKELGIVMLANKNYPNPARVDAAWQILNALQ
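AmpC (5.3 nM in the dispensed reagent) in 20 mM phosphate pH 7.0 with 0.01% (detergent screen) or 0.0001% Triton X-100 was preincubated with compounds for 15 min at room temperature. Nitrocefin was then added from an 800 uM solution, and hydrolysis was followed at 480 nm.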
AmpC inh detg = blocks E. coli AmpC beta-lactamase in detergent assay. Potency, µM (series often up to 114 µM), inactives show top-dose activity change, negative = inhibition, most hits filed as inhibitors. P00811. AmpC hydrolysis of nitrocefin, absorbance 480 nm, 0.01% Triton. 0.041% of 370,000 active. AID 485294;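 further: potency means the concentration at half of the fitted maximal effect; 0% = no-compound wells and -100% = no-enzyme wells; nearly all actives have a fitted effect of over 25% in size; some results filed as inactive show a strong effect at the top dose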
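AmpC (5.3 nM in the dispensed reagent) in 20 mM phosphate pH 7.0 with 0.01% (detergent screen) or 0.0001% Triton X-100 was preincubated with compounds for 15 min at room temperature. Nitrocefin was then added from an 800 uM solution, and hydrolysis was followed at 480 nm.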
HCMV inh = human cytomegalovirus inhibition; HFF cells, HCMV-luciferase reporter, 72 h; hits give low values; activity change, negative = inhibition, % at 57.5 µM; 4.5% of 410,000 active; AID 1259415; in the data active means activity change below about -60%; inconclusive means no clear call, values can overlap the other calls; inactive means above about -39%
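Luciferase read-out from HCMV-luciferase-infected HFFs (MOI 1 PFU/cell) 72 h post infection at 37C; compounds added after 16 h cell attachment; activity normalized between buffer-only basal and Salinomycin (10uM) inhibitor controls.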
* = called active by the depositor; ? = inconclusive; nt = not tested or not shown; & = joins results of further samples; [ ] = dose if it differs, or a comment. Unless noted, the call rests on the fitted dose curve; in most records, active means well fitted curve in the direction sought with a large enough effect; inconclusive means small, poorly fitted or top-dose-only effect, or another doubt; inactive means no such curve, though single readings can be large; an effect the other way counts as inactive or inconclusive. Unless noted, on the % scale 0 is the no-effect control and ±100 the full control effect.

SMILES | HCV inh | LmPK inh | Tb PYK inh | AMA1-RON2 inh | AmpC no deterg | AmpC inh detg | HCMV inh
Cc1cccc(C(=O)N2CCCC(CCC(=O)N3CCN(c4ccccn4)CC3)C2)c1 (stereo not drawn) | -29% | -8% | 1% | -2% | 93%[activator] | ? | -39
CC(=O)Nc1ccc(NC(=O)C2Cc3c(-c4cccc(F)c4)ccnc3O2)cc1 (stereo not drawn) | nt | nt | -2% | -13% | nt | nt | -21
CCCCn1cnc2c(SCc3ccccc3F)nc(N)nc21 | -2% | nt | -9% | -1% | nt | nt | 62
CC(NC(=O)c1cccc(N2CCCC2=O)c1)c1ccc2c(c1)OCCO2 (stereo not drawn) | 3% | -7% | 8% | 9% | -13% | -4% | -9
N#Cc1cccc(NC(=O)COC(=O)c2ccc[n+]([O-])c2)c1 | 10% | nt | -3% | 10% | -32% | nt | 38
CNC(=O)COC(=O)c1ccccc1C(=O)c1ccc(Cl)c([N+](=O)[O-])c1 | ? | 8% | 1% | -1% | 150%[activator] | ? | -100*
Cc1cc(C)c2cc(C#N)c(N3CCNCC3)nc2c1 | nt | nt | -8% | 8% | nt | nt | -16
COc1cccc(CNC(=O)[C@@H]2CCCN2C(=O)[C@@H]2CCCN2C(=O)c2cccc(OC)c2)c1 | nt | nt | 1% | 4% | nt | nt | 2
Cc1ccccc1CNC(=O)C(=O)NCC(c1cccs1)S(=O)(=O)c1cccs1 (stereo not drawn) | nt | nt | 4% | nt | nt | -4% | -8
Cc1cc(C)c(C#N)c(N2CCN(Cc3ccccc3)CC2)n1 | ? | -1% | -1% | 2% | 33% | ? | ?
COc1cc2c(cc1OC)C(Cc1ccc(O)cc1)NCC2 (stereo not drawn) | -3% | -1% | -11% | 19% | -30% | ? | -79*
O=C(COn1nnc2ccc(Cl)cc21)NCc1ccccc1 | -6% | -4% | -8% | 6% | -48% | -18% | -1
CCN([C@H](CO)C(C)C)S(=O)(=O)c1ccccc1Br | 1% | nt | -3% | -7% | -22% | nt | -1
C[C@H]1CN([C@@H](C)CO)C(=O)c2cccc(NS(=O)(=O)c3ccc(Cl)cc3)c2O[C@@H]1CN(C)CC1CCCCC1 | -2% | nt | -9% | -2% | 249%[activator] | nt | -34
CCNc1nc(NC(C)CC)nc(Oc2ccc(=O)[nH]n2)n1 (stereo not drawn) | 2% | -3% | 1% | 5% | -17% | 2% | 249
O=C(CCNC(=O)N1CC(=O)Nc2ccccc21)Nc1ccc(Cl)cc1 | 12% | 5% | 1% | 25% | -10% | -4% | -17
CCc1ccc2c(c1)NC(=O)C2(C)Cc1ccc(Cl)s1 (stereo not drawn) | nt | nt | 1% | -2% | nt | nt | ?
CC1(C(=O)Nc2cccc(-n3cnnn3)c2)Cc2ccccc2C(=O)O1 (stereo not drawn) | -2% | nt | -4% | -12% | -24% | nt | -22
CCC(C)(C)n1nnnc1CN1CCN(C(c2ccccc2)c2ccccc2)CC1 | ? | 6% | 2% | -24% | 125%[activator] | -13% | 3
C=CCNC(=S)NCc1ccc(CNC(=S)NCC=C)cc1 | 12% | 4% | -2% | 7% | -19% | 9% | -36
O=C(O)c1ccc2c3c(cccc13)C(=O)N(c1ccccc1)C2=O | 5% | 6% | -6% | -3% | -20% | -5% | -40
Cc1ccc2occ(/C=N/NC(=O)c3ccccc3C)c(=O)c2c1 | 5% | -9% | 1% | 77%[activator] | -4% | 0% | ?
CCN(C(=O)COC(=O)CCOc1ccccc1)c1c(N)n(Cc2ccccc2)c(=O)[nH]c1=O | 10% | nt | 4% | -10% | 6% | -4% | 0
Cc1cc(OCC(=O)Nc2ccc(OCc3ccccc3)cc2)nc(C(C)C)n1 | -14% | 4% | 0% | -16% | 44% | -2% | -6
CCOC(=O)C1(C)/C(=N/Nc2cccc(Cl)c2)C(=O)C(=O)N1c1ccccc1 (stereo not drawn) | 14% | 4% | -17% | 4% | -19% | -4% | 50
Cc1ccc(Nc2c(-c3ccc(N(C)C)cc3)nc3ccccn23)cc1 | nt | nt | -6% | nt | nt | 9% | 79
COc1ccc(CCNC(=O)C(=O)NCC2CCCN2S(=O)(=O)c2ccc(OC)cc2)cc1 (stereo not drawn) | ? | nt | -2% | 6% | ? | ? | -8
O=P(c1ccccc1)(c1ccccc1)c1nc(-c2ccccc2)oc1N1CCOCC1 | -12% | -1% | 2% | -10% | 146%[activator] | -7% | 22
CNC(=O)N(O)C1N(C)C(=O)N(Cc2ccccc2)C1(C)C (stereo not drawn) | 9% | 7% | -5% | 6% | -24% | -6% | 33
Cc1ccc(-c2nn(-c3ccccc3)cc2/C=C/C(=O)O)o1 | 5% | 1% | -10% | -4% | -13% | -4% | -13
COc1cccc(NC(=O)Cn2c3ccccc3c3nc4n(c(=O)c32)CCCS4)c1 | 4% | 3% | 4% | -12% | 78%[activator] | 1% | -19
CC(C)OP(=O)(c1ccc(N(C)C)cc1)C(O)c1ccncc1 (stereo not drawn) | 4% | 0% | 0% | 8% | -15% | 1% | 14
CC(C)Cn1cnc2c1c(=O)n(CC(=O)NN)c(=O)n2Cc1ccccc1 | 12% | 2% | 3% | 0% | 0% | -4% | -13
CC(C)c1nc(C(=O)N2CCCC(CCC(=O)N(C)CCc3ccccn3)C2)cs1 (stereo not drawn) | 13% | 3% | 0% | -4% | 31% | 0% | -25
CC(c1ccccc1)N1CC(C(=O)N2CCCC(C(N)=O)C2)CC1=O (stereo not drawn) | 7% | nt | 0% | -9% | -13% | -4% | 44
COc1ccc(CCNC(=O)CCn2c(SCC(=O)N3CCCC3)nc3ccccc3c2=O)cc1OC | 8% | -4% | -1% | -5% | 7% | -3% | -26
CN1CCN(CC(=O)Nc2ccccc2[N+](=O)[O-])CC1 | -3% | -1% | -21% | -1% | -9% | -2% | 5
Cn1c(=O)c(C(=O)c2ccccc2)nc2ccccc21 | 26% | 4% | -26% | -6% | -15% | -16% | -4
Cc1cc(=O)[nH]c(SCC(=O)N2c3ccccc3CC2C)n1 (stereo not drawn) | 0% | 6% | -6% | 2% | -18% | ? | 5
O=C1CCC(C(=O)NCCCn2ccnc2)N1 (stereo not drawn) | 19% | 1% | -12% | -5% | -11% | -3% | 25
OC(c1nc2ccccc2[nH]1)C(O)c1nc2ccccc2[nH]1 (stereo not drawn) | 5% | 0% | 3% | 60%[activator] | -20% | -18% | 15
O=C1OC(Cc2ccccc2)C(c2ccccc2)C1=O (stereo not drawn) | 25% | nt | -2% | -3% | nt | nt | -7
CCOC(=O)c1ccccc1NC(=O)c1cc2c(=O)oc3ccc(C)cc3c2s1 | nt | nt | 0% | nt | nt | 10% | 7
CC1CCCN(Cc2c(O)ccc3c(=O)c(Oc4ccc(C(C)(C)C)cc4)c(C(F)(F)F)oc23)C1 (stereo not drawn) | nt | nt | 5% | nt | nt | -2% | -38
CCOC(=O)[C@H]1[C@H]2COc3ccc(Br)cc3[C@@H]2N2C(=O)CN(Cc3ccc(C)cc3)C(=O)[C@@]12C | -17% | nt | 0% | -5% | 141%[activator] | -4% | -14
CC(C)CNC(=O)COc1ccc(Sc2ccc(OCC(=O)NCC(C)C)cc2)cc1 | ? | -8% | 1% | 13% | -13% | -18% | ?
CC1(c2ccccc2)CC(C)(C)N2C(=O)Cc3cccc1c32 (stereo not drawn) | 12% | 2% | 9% | 4% | -19% | 3% | 9
CCOc1ccc(CCNC(=O)C2CCN(c3nn4c(=O)cc(C)nc4s3)CC2)cc1OCC | -27% | 5% | 2% | -1% | 64%[activator] | ? | -10
Cc1ccc(S(=O)(=O)n2nc(-c3ccco3)nc2NCc2ccc(N(C)C)cc2)cc1 | nt | nt | -5% | nt | nt | 21% | 74
CC12CCC(C(=O)O)(C/C1=N\O)C2(C)C (stereo not drawn) | 9%&4% | 0%&2% | 2%&-2% | 1%&0% | -13%&-16% | -8%&-4% | 38&0
CC1Oc2ccccc2N(CC(=O)NCCCN2CCOCC2)C1=O (stereo not drawn) | 7% | 0% | -1% | -5% | -1% | 5% | 16
O=[N+]([O-])c1ccccc1NCc1ccccc1Cl | 3% | 1% | -1% | ? | -39% | 3% | -36
CCc1c(C)nc(SCC(=O)Nc2cccc(Br)c2)[nH]c1=O | 2% | -11% | 12% | -1% | -20% | ? | -9
COc1cc(SC)ccc1C(=O)NCCOc1ccccc1Cl | 4% | 1% | 2% | 5% | 15% | 5% | 93
CCOc1ccccc1NC(=O)C(=O)CC(=O)c1ccc(OC)cc1 | 0% | -3% | -1% | 52%[activator] | -28% | -7% | 28
CCOc1ccccc1NC(=O)C(C)N(c1ccccc1)S(C)(=O)=O (stereo not drawn) | nt | nt | -2% | nt | nt | 3% | -17
O=[N+]([O-])c1ccc(-c2n(-c3ccccn3)c3ccccc3[n+]2-c2ccccn2)cc1 | 3% | 8% | 4% | -7% | 3% | -14% | 8
N#CC(C(=O)NCc1ccccc1)c1nc2ccccc2nc1N1CCCC1 (stereo not drawn) | -28% | 0% | -2% | -8% | -10% | -1% | -34
COc1ccc(S(=O)(=O)N2CCOC23CCN(S(=O)(=O)c2cc(F)ccc2F)CC3)cc1 | 4% | nt | -13% | -7% | 9% | ? | ?
O=C(Nc1cccc(C(F)(F)F)c1)c1cc(-c2ccc3c(c2)OCCO3)on1 | nt | nt | -6% | nt | nt | -1% | -4

Molecules listed so far that contain a CF3 group:
SMILES | HCV inh | LmPK inh | Tb PYK inh | AMA1-RON2 inh | AmpC no deterg | AmpC inh detg | HCMV inh
CC1CCCN(Cc2c(O)ccc3c(=O)c(Oc4ccc(C(C)(C)C)cc4)c(C(F)(F)F)oc23)C1 (stereo not drawn) | nt | nt | 5% | nt | nt | -2% | -38
O=C(Nc1cccc(C(F)(F)F)c1)c1cc(-c2ccc3c(c2)OCCO3)on1 | nt | nt | -6% | nt | nt | -1% | -4

Among those listed so far, three contain a COOH group.
SMILES | HCV inh | LmPK inh | Tb PYK inh | AMA1-RON2 inh | AmpC no deterg | AmpC inh detg | HCMV inh
O=C(O)c1ccc2c3c(cccc13)C(=O)N(c1ccccc1)C2=O | 5% | 6% | -6% | -3% | -20% | -5% | -40
Cc1ccc(-c2nn(-c3ccccc3)cc2/C=C/C(=O)O)o1 | 5% | 1% | -10% | -4% | -13% | -4% | -13
CC12CCC(C(=O)O)(C/C1=N\O)C2(C)C (stereo not drawn) | 9%&4% | 0%&2% | 2%&-2% | 1%&0% | -13%&-16% | -8%&-4% | 38&0
